Bioassay records from PubChem BioAssay.
NCI-60 one-dose screen, 48 h, at 10 µM unless noted. Numbers give growth in % (100 = growth as untreated, 0 = no growth, -100 = all killed).
SF-295 – SF-295 CNS cancer cells; hit rate 5.6% among 79,000; AID 1794758
SF-539 – SF-539 CNS cancer | hit rate 6.8% among 81,000 | AID 1794752
SNB-75 – SNB-75 CNS cancer; hit rate 5% among 79,000
SNB-19 – SNB-19 CNS cancer cells; hit rate 2.5% among 81,000; AID 1794751
U251 – U251 CNS tumor cells; hit rate 5.4% among 80,000; AID 1794753
PC-3 – PC-3 prostate cancer cells; hit rate 3.9% among 80,000; AID 1794754
DU-145 – DU-145 prostate cancer. AID 1794760. hit rate 4.2% among 81,000
HCC-2998 – HCC-2998 colon cancer; hit rate 4.7% among 79,000; AID 1794799
SF-268 – SF-268 CNS cancer cells; hit rate 3.1% among 82,000
Numbers without * were called inactive; . = not tested or not shown; & = joins results of further samples; ! = not active in a repeat; [ ] = another dose, or the depositor's remark. How the source made its calls: active means growth percent below 10; inactive means the rest. Compounds as they come. About 9.9% of those tested had a hit in this group.

SMILES	SF-295	SF-539	SNB-75	SNB-19	U251	PC-3	DU-145	HCC-2998	SF-268
CC1(C)CC(=O)C=C(N2CCC(CCCC3CCN(C4=CC(=O)CC(C)(C)C4)CC3)CC2)C1	88	93	76	83	78	85	104	83	114
COc1ccc(/C=C2\SC(=S)N(CCCN3CCOCC3)C2=O)c(OC)c1	107	104	99	100	97	93	100	109	104
COc1cc(CN(c2ccccc2)C2OC(=O)c3ccccc32)cc(OC)c1OC (configuration not stated)	108	96	96	103	91	94	117	114	101
Oc1c(Cl)cc(Cl)cc1Sc1cc(Cl)cc(Cl)c1O	75&16&19	94&26	100&55&97	-0.1*!	9.0*!	1.9*!	95&29&76	86&23&50	72&22&33
CCCS(=O)(=O)Nc1ccc(F)c(C(=O)c2c[nH]c3ncc(-c4ccc(OCCCC5CCCCN5)nc4)cc23)c1F (configuration not stated)	76	28	19	78	61	53	88	108	69
COc1ccc(C(=O)NNC(=O)c2cc(OC)c(OC)c(OC)c2)cc1O	93	90	94	102	101	73	110	98	96
CC1=N/C(=C\c2ccc(C(C)C)cc2)C(=O)N1CCc1ccc(S(N)(=O)=O)cc1	97	99	155	97	96	94	108	105	104
NC[C@H]1O[C@H](O[C@H]2[C@H](O)[C@@H](O[C@H]3O[C@H](CO)[C@@H](O)[C@H](N)[C@H]3O)[C@H](N)C[C@@H]2N)[C@H](N)[C@@H](O)[C@@H]1O	101	105	105	107	103	99	123	105	122
COc1cc2ncnc(Oc3ccc(NC(=O)Nc4ccc(CN5CCOCC5)c(C(F)(F)F)c4)c4ccccc34)c2cc1OC	41	55	46	55	43	40	33	76	23
O=C(CCCCCSc1nc(-c2ccccc2)cc(-c2ccccc2)n1)NO	86	94	76	89	91	84	100	109	114
C=CC1=C(C)C2=NC1=CC1=NC(=CC3=C(C)C4=C(O)CC(=C5NC(=C2)[C@@H](C)[C@@H]5CCC(=O)NCCCCCCNC(=O)CCCCCCCCCC2=C(C)C(=O)C(OC)=C(OC)C2=O)C4=N3)C(CC)=C1C	87	70	74	105	64	86	87	99	85
OC1C2COC(O2)C(O)C1O (configuration not stated)	108	106	85	109	112	111	124	158	99
COc1ccc(Nc2ncc3c(n2)CCc2cnc(Nc4ccc(OC)c(OC)c4)nc2-3)cc1OC	103	97	55	91	99	93	94	104	95
CC1(C)CC[C@]2(c3nnc(-c4ccncc4)o3)CC[C@H]3C(=CC[C@H]4[C@@]3(C)CC[C@H]3C(C)(C)C(=O)CC[C@]43C)[C@@H]2C1	90	76	68	74	62	25	86	75	81
CN1C(=O)/C(=C/c2ccc(C(=O)Nc3ncc(Cc4cccc(C(F)(F)F)c4)s3)cc2)SC1=S	26	56	64	61	68	53	68	50	59
COc1cc([N+](=O)[O-])c2ncccc2c1O	3.6*	24	.	6.3*	53	79	8.9*	26	88
Clc1ccccc1C=NC1CCCCC1	119	106	96	116	99	105	111	97	104
COc1ccc(-c2nc(-c3nonc3N)no2)cc1	103	105	110	98	97	101	105	102	111
Fc1cccc(COc2ccc(Nc3ncnc4sc5c(c34)CCCC5)cc2)c1	94	101	113	85	90	60	87	100	102
Oc1ccc(-c2nnc3c4[nH]ccc4ncn23)cc1	101	101	79	99	102	94	97	105	103

Some of the entries so far, with two lines to a compound:
Every second line gives: SF-295 | SF-539 | SNB-75 | SNB-19 | U251 | PC-3 | DU-145 | HCC-2998 | SF-268
CN1C(=O)/C(=C/c2ccc(C(=O)Nc3ncc(Cc4cccc(C(F)(F)F)c4)s3)cc2)SC1=S
 : 26 | 56 | 64 | 61 | 68 | 53 | 68 | 50 | 59
CC1(C)CC[C@]2(c3nnc(-c4ccncc4)o3)CC[C@H]3C(=CC[C@H]4[C@@]3(C)CC[C@H]3C(C)(C)C(=O)CC[C@]43C)[C@@H]2C1
 : 90 | 76 | 68 | 74 | 62 | 25 | 86 | 75 | 81
Oc1ccc(-c2nnc3c4[nH]ccc4ncn23)cc1
 : 101 | 101 | 79 | 99 | 102 | 94 | 97 | 105 | 103
OC1C2COC(O2)C(O)C1O (configuration not stated)
 : 108 | 106 | 85 | 109 | 112 | 111 | 124 | 158 | 99

(list continues)
SMILES	SF-295	SF-539	SNB-75	SNB-19	U251	PC-3	DU-145	HCC-2998	SF-268
O=C(c1ccccc1)c1cccc2ccccc12	84	104	67	90	97	97	111	.	94
Cc1ccccc1S(N)(=O)=O	101	95	89	97	98	111	107	99	106
N#CC(=C(c1ccccc1)c1ccccc1)c1ccccc1	92	105	100	94	88	78	103	85	91
c1ccc(-n2cc(-c3nn[nH]n3)c(-c3cccs3)n2)cc1	99	99	74	98	104	97	120	114	105
Cc1ccc(/C=N/Nc2nc(Nc3ccccc3)nc(Nc3ccc(S(N)(=O)=O)cc3)n2)cc1	58	45	68	78	63	67	65	74	87
CCOC(=O)c1ccc(/C=C/c2ccc(S(=O)(=O)O)cc2)cc1	103	94	87	96	104	98	104	96	96
CN1C(=O)N(C)C2C1NN=c1s/c(=C\c3ccc[nH]3)c(=O)n12 (configuration not stated)	100	89	63	94	99	83	106	92	99
CC(=O)OC1COC(OC(C)=O)CO1 (configuration not stated)	100	107	93	104	109	100	104	103	101
CCOC(=O)NC(=S)C1=C(N2CCOCC2)CCC1	101&105	98&98	93&74	98&106	98	102&99	107&105	106&110	101&114
C=C(CC(=O)OC)C(=O)O	98	94	88	104	98	99	106	117	105
O=C(Cn1ccc(=O)[nH]c1=O)Nc1nccs1	102	101	85	105	95	94	109	111	111
O=C(c1ccc(Cl)cc1Cl)N1c2ccccc2Sc2ccccc21	53	42	60	57	33	44	65	65	50
CC(C)(CCCCC(C)(C)/C(=N/O)c1ccccc1)/C(=N/O)c1ccccc1	110	91	86	104	89	103	102	104	100
COc1ccc2c(c1)C(Sc1ccc(Br)cc1)c1c(nc(N)c(C#N)c1N)O2 (configuration not stated)	81	89	80	81	77	48	95	111	75
O=C1N(CCO)C=C(S(=O)(=O)c2ccccc2)C2=NCCCN12	103	102	83	95	112	93	100	99	95
CC(=O)c1ccc(NC(=O)C(C)N2CCN(c3cc4c(cc3F)c(=O)c(C(=O)O)cn4C3CC3)CC2)cc1 (configuration not stated)	.	93	83	98	94	91	108	91	95
CCOC(=O)c1cn2ncnc(Oc3ccc(NC(=O)NCCN(CC)CC)c(Cl)c3)c2c1C	92	51	89	83	65	66	91	68	65
CCCCNc1nc(NN2C(=O)c3cccc4cccc(c34)C2=O)nc(N2CCOCC2)n1	103	107	101	88	101	110	115	111	97
CCOC(=O)c1ccc(N2C(=O)/C(=C/N3N=C(c4ccccc4)CC3c3ccccc3O)SC2=S)cc1 (configuration not stated)	57	115	126	70	66	76	90	81	75
O=S(=O)(NCCCNc1cc(-c2c(-c3cccc(O)c3)nc3sccn23)ccn1)c1cccc2ccccc12	34	72	4.8*	66	46	30	42	59	42
O=COC/C=C/c1ccccc1	101	100	88	101	95	99	113	108	112
Cc1cc(CC(O)(C(F)(F)F)C(F)(F)F)cc(CC(O)(C(F)(F)F)C(F)(F)F)n1	102	106	89	102	89	86	102	92	100
CCSC(=S)NC(=O)c1ccccc1	101	105	95	109	103	97	103	103	99
CC(=O)N(N=O)c1c(Br)cc(C)cc1Br	94	104	89	96	96	96	107	.	109
CC(=O)Nc1ccc2c(c1)-c1ccc(F)cc1C2	109	104	110	99	92	92	.	107	.
Cn1ncc2ncc(-c3ccc4ncnc(N5CCc6cc(F)c(Cl)cc65)c4c3)cc21	92	90	61	88	92	76	81	94	78
CC12CCC3(CC1CCC1OC12)OCCO3 (configuration not stated)	125	105	83	101	112	87	110	102	100
CC(=O)Nc1cccc(-n2c(COc3ccc(Br)cc3)nc3ccccc32)c1	103&90	106&87	95&89	99&97	113&95	103&73	90&106	112&129	103&91
CCOC(=O)[C@@H](C)C[C@H](Cc1ccccc1)NC(=O)c1csc([C@@H](C[C@H](C(C)C)N(C)C(=O)[C@@H](NC(=O)[C@H]2C[C@H](O[Si](C)(C)C(C)(C)C)CCN2C)C(C)C)OC(C)=O)n1	-16*[9.25 µM]	-50*[9.25 µM]	7.9*[9.25 µM]	5.1*[9.25 µM]	-17*[9.25 µM]	6.8*[9.25 µM]	-21*[9.25 µM]	-1.5*[9.25 µM]	4.8*[9.25 µM]
CCOc1ccc2nc(NC(=O)c3cccc(C(F)(F)F)c3)sc2c1	111	107	121	102	100	95	95	107	108
Cc1ccc2c(-c3cc(-c4cc5ccccc5oc4=O)nc(N)c3C#N)cc(=O)oc2c1	84	65	42	69	85	.	94	97	85
CCCCCCCCCCCCCCCCCCCCCCO	104	111	111	101	95	100	.	108	105
COc1cc(NC(c2ccc(CN3CCNCC3)cc2)c2cccc(Cl)c2)n2nc(C)nc2n1 (configuration not stated)	104	98	66	99	81	76	94	67	82
O=c1[nH]cc(Cc2ccccc2)c(=O)[nH]1	143	108	96	105	107	99	132	107	103
COc1ccc(C2=CSc3ccccc3N2)cc1	98	103	76	.	99	103	118	104	108
CN1CCN(c2ccc(C(=O)/C=C/c3cc(C(F)(F)F)cc(C(F)(F)F)c3)cc2)CC1	-86*	-97*	-82*	-85*	-95*	-26*	-74*	-91*	-51*
Nc1cc2c(cc1Cl)-c1ccc(Cl)cc1C2	109	99	58	86	87	83	113	77	73
COc1cc(Nc2ccnc(N3CCN(c4ccnc5cc(Cl)ccc45)CC3)n2)cc(OC)c1	-19*	-22*	-14*	39	13	3.3*	34	9.2*	28
COc1ccc2nc3cc(Cl)ccc3c(Nc3ccc(S(=O)(=O)Nc4ccccn4)cc3)c2c1	101	93	100	98	94	84	96	115	98
O=C(O)c1cc(=O)[nH]c(=O)[nH]1	124&101	81&104	86&102	104&111	96&105	80&91	104&116	99	100&112
CCN(CC)C(=O)c1ccc2c(c1)nc(-c1cc3ccccc3[nH]c1=O)n2-c1cc(C(C)(C)C)[nH]n1	.	97	.	92	99	96	99	113	104
NS(=O)(=O)c1ccc(CCNC(=O)CSc2nccc(=O)[nH]2)cc1	101	100	112	98	102	99	111	110	104
COc1ccc(/C=C/C(=O)c2ccc(NC(=O)CSc3nnc(-c4ccc(OC)c(OC)c4)o3)cc2)cc1OC	100	101	88	92	95	98	103	105	94
CC(C)(C)CC(C)(C)c1ccc(O)c(Cl)c1	97	96	91	106	105	93	104	97	102
Cc1cccc(NC(=O)c2sc3nc4c(cc3c2N)CN(Cc2ccccc2)CC4)c1C	28	20	14	34	25	32	0.8*	56	41
Nc1nnc(Sc2nc3ccc(Cl)cc3c(=O)n2-c2ccc(Oc3ccccc3)cc2)s1	98	105	.	106	105	102	110	134	106
CCOC(=O)C(Br)C(Br)c1cccc([N+](=O)[O-])c1 (configuration not stated)	102	.	100	94	86	105	98	113	97
C(=C1c2ccccc2-c2ccccc21)c1ccccc1	102	99	75	91	127	103	111	102	101
Cc1cc2cn3c4ccccc4oc(=O)c3c2cc1C	105	97	84	106	103	98	106	.	107
COc1cc(/C=C/C(=O)C(=Cc2ccc(F)c(F)c2)C(=O)/C=C/c2ccc(O)c(OC)c2)ccc1O	54	27	38	63	19	31	17	-72*	20

Later entries:
SMILES	SF-295	SF-539	SNB-75	SNB-19	U251	PC-3	DU-145	HCC-2998	SF-268
N#CC(C#N)=C(N)c1nnn2c1nc(N)c1ccccc12	97	95	90	100	100	94	101	105	95
CCCCC(O)Cn1ncc(C(=O)OCC)c1NC(=O)NCc1ccccc1F (configuration not stated)	96	97	89	98	99	88	103	94	99
Cc1nn(C(N)=S)c(C)c1N=Nc1ccc2oc(=O)ccc2c1	93	106	.	102	93	90	84	105	98
O=C1/C(=C/c2ccc(Cl)cc2)CN(C(=O)C(Cl)Cl)C/C1=C\c1ccc(Cl)cc1	-87*	-96*	-84*	-92*	-94*	-38*	-90*	-92*	-75*
CSc1ncc(-c2ccccc2)cn1	105	91	94	97	98	98	110	100	90
Cn1cc(-c2nn3cc(-c4nccs4)nc3s2)c2cc(F)ccc21	96	94	88	100	108	103	99	106	102
c1cnc2n[nH]c(Nc3ncnc4c3sc3ncccc34)c2c1	.	105	84	101	97	104	115	108	108
CCc1c(C)c2cc3nc(-c4ccc(Cl)cc4)oc3c(C)c2oc1=O	95	99	80	102	95	71	108	94	101
CCN(CC)CCN1C(=O)c2cccc3c(-c4ccc(-c5nc6c7ccccc7c7ccccc7c6[nH]5)cc4)ccc(c23)C1=O	97	93	97	96	86	72	98	93	96
O=c1[nH]nnc2c1ncn2C1OC(CO)C(O)C1O (configuration not stated)	20	67	45	105	98	51	27	34	68
CCOC(=O)c1csc(NC(=O)c2ccc(N3CCN(C(c4ccccc4)c4ccccc4)CC3)c([N+](=O)[O-])c2)n1	79	93	60	91	84	56	92	104	82
O=c1nc2s/c(=C\c3cccc(Cl)c3Cl)c(=O)n2c2nc(-c3ccccc3)c(-c3ccccc3)nc12	105	102	99	96	98	96	104	104	101
N#Cc1ccccc1-c1ccccc1C(=O)O	91	99	82	104	99	95	108	105	107
O=C(c1cc2cc(Br)ccc2o1)c1cc2ccccc2oc1=O	99	96	79	92	94	93	101	107	89
CC(=O)C[n+]1cccc2c3ccccc3ccc21	94	90	113	70	60	85	105	114	67
NC1=NC(c2ccccc2)C2=C(N1)/C(=C/c1ccccc1)CCC2 (configuration not stated)	95	93	86	97	35	79	117	49	92

One compound at a time, as listed above. Order of values: SF-295, SF-539, SNB-75, SNB-19, U251, PC-3, DU-145, HCC-2998, SF-268
O=COC/C=C/c1ccccc1 in the list: 101, 100, 88, 101, 95, 99, 113, 108, 112
CCCCNc1nc(NN2C(=O)c3cccc4cccc(c34)C2=O)nc(N2CCOCC2)n1 in the list: 103, 107, 101, 88, 101, 110, 115, 111, 97
COc1cc(CN(c2ccccc2)C2OC(=O)c3ccccc32)cc(OC)c1OC (configuration not stated) in the list: 108, 96, 96, 103, 91, 94, 117, 114, 101
CC12CCC3(CC1CCC1OC12)OCCO3 (configuration not stated) in the list: 125, 105, 83, 101, 112, 87, 110, 102, 100
CCCCC(O)Cn1ncc(C(=O)OCC)c1NC(=O)NCc1ccccc1F (configuration not stated) in the list: 96, 97, 89, 98, 99, 88, 103, 94, 99
